M1 agonist: agonists of M1 muscarinic receptor; 64,000 tested, 3% active; CHO-M1 cells, Fluo-4 calcium fluorescence, agonist mode; active compounds read high; B-score at 10 µM; AID 626;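 active = fluorescence rise, raw or as B-score row- and column-corrected plate score, outside the 99.7% band of its plate's samples, either direction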
HTR1E agonist: agonists of human 5-HT1E serotonin receptor; CHO 5-HT1E Ga15 NFAT-bla reporter, FRET; 0% DMSO wells, 100% control agonist wells; activation, % at 6 µM; 65,000 tested, 0.69% active; AID 574;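 active = activation above a set limit, the screen-wide mean activation plus 3 SD, cut at about 8.5% in these data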;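 also: 100% = positive control agonist at 1 µM giving full maximal response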
Her2 expr inh: lowers expression of human Her2 kinase | P04626 | SKBR-3 HER2 protein level, AlphaScreen, 18-24 h; active compounds read low | HER2 level % of control, % at 10 µM | 65,000 tested, 0.69% active | AID 645;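 active = HER2 level under 5% of the carrier-only control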;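 also: 100% = DMSO carrier and 0% = 500 nM PU-H71 HSP90 inhibitor; lower value means stronger loss of Her2 protein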
M1 antagonist: blocks the rat M1 muscarinic receptor response to acetylcholine | B-score at 10 µM | CHO-M1 cells, Fluo-4 calcium, ACh EC80 antagonist mode; active compounds read low | AID 628 | 64,000 tested, 3.4% active;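 active = calcium fluorescence response, raw or row-and-column corrected B-score, differing from the plate sample mean either way at a set confidence level, mostly lower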
Target sequence (P08482 whole entry, looked up): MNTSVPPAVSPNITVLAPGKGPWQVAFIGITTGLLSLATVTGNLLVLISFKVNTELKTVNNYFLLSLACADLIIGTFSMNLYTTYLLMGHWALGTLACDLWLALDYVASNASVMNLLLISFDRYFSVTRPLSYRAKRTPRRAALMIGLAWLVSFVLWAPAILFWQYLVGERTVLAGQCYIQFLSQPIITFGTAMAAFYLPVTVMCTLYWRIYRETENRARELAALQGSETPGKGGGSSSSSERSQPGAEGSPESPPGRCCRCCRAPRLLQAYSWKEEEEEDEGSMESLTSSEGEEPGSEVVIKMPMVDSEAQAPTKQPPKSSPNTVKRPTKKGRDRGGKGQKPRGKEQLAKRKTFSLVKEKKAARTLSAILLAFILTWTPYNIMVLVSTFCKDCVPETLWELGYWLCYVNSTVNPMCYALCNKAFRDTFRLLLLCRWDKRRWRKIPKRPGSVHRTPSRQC
5HT1E antag: 5-HT1E (human) receptor antagonism; P28566; CHO 5-HT1E Ga15 NFAT-bla reporter, FRET, antagonist; inhibition, % at 6 µM; 65,000 tested, 0.99% active; AID 571;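 active = inhibition above a set limit, the mean inhibition across every tested compound plus 3 SD, cut at about 29% in these data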;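 also: signal is the 460 over 535 nm emission ratio of beta-lactamase substrate; 0% = agonist plus DMSO wells and 100% = wells without agonist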
S1P3 agonist: S1P3 (human) receptor agonism | 60,000 tested, 0.1% active | S1P3 NFAT-BLA reporter cells, FRET ratio; relative to 1 µM S1P, basal subtracted | AID 373 | Q99500 | activation, % at 4.5 µM;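 active = activation above the screen-wide mean plus 3 SD, cut at about 4.5% in these data, passing the limit was not always enough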; also: some compounds called inactive have numbers as strong as hits
Target sequence (Q99500 whole entry, looked up): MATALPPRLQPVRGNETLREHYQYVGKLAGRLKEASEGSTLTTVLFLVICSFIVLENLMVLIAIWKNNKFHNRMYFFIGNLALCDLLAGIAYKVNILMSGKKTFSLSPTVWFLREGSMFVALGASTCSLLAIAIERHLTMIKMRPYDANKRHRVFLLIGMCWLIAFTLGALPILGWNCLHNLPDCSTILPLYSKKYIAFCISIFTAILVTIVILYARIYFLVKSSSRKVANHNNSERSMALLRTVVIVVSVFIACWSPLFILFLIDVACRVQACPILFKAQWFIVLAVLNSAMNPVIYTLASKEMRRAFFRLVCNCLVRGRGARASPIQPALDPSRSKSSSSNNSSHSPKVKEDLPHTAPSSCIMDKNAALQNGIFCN
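Material: Human S1P3 NFAT-BLA reporter CHO cells | Incubation: Overnight plating, 4 h compound 37 °C, 2 h substrate RT | Signal: FRET β-lactamase substrate fluorescence, excitation 405 nm, 460/535 nm emission ratio, background-subtracted | Compound: 4.5 µM final, single dose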
Jurkat viability: cytotoxic compounds reducing Jurkat cell viability. Jurkat E6.1 viability, ATP luminescence, 48 h. inhibition, % at 4 µM. 56,000 tested, 1.2% active. AID 463;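 active = inhibition above the mean inhibition of all tested compounds plus 3 SD, cut at about 28% in these data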
HEK293 NFkB inh: inhibitors of the PMA/ionomycin-induced NF-kB reporter in HEK293 cells. 62,000 tested, 0.21% active. HEK-293 NF-kB luciferase reporter, luminescence. AID 465. inhibition, % at 3 µM;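 active = inhibition above the mean of all tested compounds plus 3 SD, cut at about 40% in these data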;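 also: 0% = stimulated DMSO wells and 100% = 10 µM reference inhibitor 5653914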
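Material: HEK-293 cells with stable firefly luciferase reporter driven by four HIV NF-kB elements / Also added: PMA plus ionomycin mix as NF-kB-activating stimulus / Compound dosing: 3 µM once, 0.30% DMSO / Times: 1 h pretreatment, 16 h stimulation, 37 °C / Signal: luminescence / Evaluation: per-plate % inhibition versus controls / Benchmarks: DMSO and 10 µM reference inhibitor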
S1P1 ag-PAM: activates or potentiates agonism at human S1P1 receptor | activation, % at 9.5 µM | S1P1 CRE-bla cells, forskolin, beta-lactamase FRET, potentiator mode; S1P1 agonist co-added at EC20, 2 nM; 100% = saturating reference agonist, 0% = basal | P21453 | 56,000 tested, 0.57% active;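 active = activation above a cutoff set at the mean activation of all tested compounds plus 3 SD, cut at about 54% in these data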;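 also: forskolin at 4 µM as EC80 and the EC20 agonist is SEW2871; 100% = SEW2871 at its EC100 plus forskolin at EC80; some compounds past the cut are filed as inactive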
An asterisk follows results filed as active; . = no result given.

SMILES	M1 agonist	HTR1E agonist	Her2 expr inh	M1 antagonist	5HT1E antag	S1P3 agonist	Jurkat viability	HEK293 NFkB inh	S1P1 ag-PAM
COC(=O)CSc1nnc(-c2ccc(S(=O)(=O)N3CCC(C)CC3)cc2)o1	0.3	-1.8	82	-0.021	3	-0.6	10	19	114
COc1ccc(NC(=O)Cn2nnc(-c3ccccc3NC(=O)C3CC3)n2)cc1	-0.21	0.5	105	0.063	13	-0.7	-2	7	-12
Cc1onc(-c2ccccc2)c1C(=O)NC(C)C1CCCO1 (centres undefined)	-0.48	-1.1	104	-0.049	16	0.0	4	18	13
CCc1noc(C)c1C(=O)N1CCOCC1	-0.92	0.8	124	0.19	-12	-0.1	-8	2	-7
CCOC(=O)Cc1nnc(NC(=O)Nc2ccccc2)s1	0.81	2.1	77	0.1	-4	0.2	1	0	5
COC(=O)C1Cc2c([nH]c3ccccc23)CN1 (centres undefined)	-0.034	-0.4	-19*	0.43	6	-0.7	-2	18	-12
CC(=O)Nc1ccc(S(=O)(=O)NC(CC(=O)NCCC2=CCCCC2)C(C)C)cc1 (centres undefined)	-0.51	-0.3	99	0.083	4	-0.8	-1	14	6
CC(C)=CCCC(C)CN(C)CCc1ccccn1 (centres undefined)	0.72	0.3	96	-3.1*	2	-1.6	-3	8	-20
Cc1csc(NC(=O)CSc2nncn2C)n1	-0.004	0.2	98	0.012	-5	-0.5	-1	11	-3
O=S(=O)(c1ccc(F)cc1)N1CCC(N2CCCC2)CC1	0.13	-0.1	100	-0.49	27	0.0	-6	8	-20
CN(C)c1ccc(C(=S)N2CCOCC2)cc1	-0.55	-0.3	74	1.5	-1	-1.7	-11	8	-17
O=C(NCCCN1CCCCCC1)C1CC(=O)N(CCc2ccccc2)C1 (centres undefined)	-0.79	-1.4	111	0.87	4	-0.5	0	10	-2
C=CCOc1ccc(NC(=O)C2CC(=O)N(C(C)C)C2)cc1 (centres undefined)	0.73	0.3	114	0.014	4	0.0	9	21	-10
CC(=O)Nc1nc(-c2cccs2)cs1	0.37	1.1	83	0.3	-8	-0.6	4	3	.
O=C(CN1C(=O)COCC1=O)N1CCOCC1	0.26	-1.6	109	0.95	-11	-1.6	-1	10	11
CC(C)(C)NC(=O)CN(Cc1cccnc1)C(=O)c1csnn1	-0.2	-1.8	86	-0.0048	4	-1.3	6	24	1
O=c1[nH]c(SCc2ccccc2Cl)nc2c1CCCC2	0.48	-1.0	108	0.32	-9	.	.	9	.
CC(C)CCn1nnnc1C(c1ccccc1F)N1CCC(C(N)=O)CC1 (centres undefined)	-0.29	0.0	108	-0.24	1	-0.5	6	15	15
CC(C)(C)c1ccc(-c2nc(C#N)c(NCc3ccncc3)o2)cc1	-0.53	0.9	81	-0.073	-12	-1.6	-2	-8	2
CCn1c(CNC(=O)c2ccco2)nnc1SCC(=O)Nc1cc(C(F)(F)F)ccc1Cl	0.26	0.2	.	-1.2*	3	-0.5	10	22	-6
CCN(c1ccccc1)S(=O)(=O)c1ccc(NCC2COc3ccccc3O2)nc1 (centres undefined)	0.19	-0.3	76	-0.96	-3	-0.2	4	6	16
CC1(C)Nc2ccccc2N(CC(=O)N2CCCCC2)C1=O	-0.064	-0.1	96	-1.3*	-7	-1.2	2	9	-15
CCOc1cccc(C2C(C(=O)c3ccc(C)o3)=C(O)C(=O)N2Cc2ccncc2)c1 (centres undefined)	0.54	-0.8	87	0.047	-4	-0.8	-7	20	11
O=C(c1ccc2c(c1)C(=O)N(Cc1ccco1)C2=O)N1CCOCC1	0.26	-0.3	83	0.064	-17	1.3	-7	10	-18

Compound profiles (already shown):
CCn1c(CNC(=O)c2ccco2)nnc1SCC(=O)Nc1cc(C(F)(F)F)ccc1Cl as listed: M1 agonist = 0.26; HTR1E agonist = 0.2; Her2 expr inh = .; M1 antagonist = -1.2*; 5HT1E antag = 3; S1P3 agonist = -0.5; Jurkat viability = 10; HEK293 NFkB inh = 22; S1P1 ag-PAM = -6
CC(C)CCn1nnnc1C(c1ccccc1F)N1CCC(C(N)=O)CC1 (centres undefined) as listed: M1 agonist = -0.29; HTR1E agonist = 0.0; Her2 expr inh = 108; M1 antagonist = -0.24; 5HT1E antag = 1; S1P3 agonist = -0.5; Jurkat viability = 6; HEK293 NFkB inh = 15; S1P1 ag-PAM = 15

The listing continues.
SMILES	M1 agonist	HTR1E agonist	Her2 expr inh	M1 antagonist	5HT1E antag	S1P3 agonist	Jurkat viability	HEK293 NFkB inh	S1P1 ag-PAM
COc1ccccc1CN(Cc1cc2c(C)ccc(C)c2[nH]c1=O)Cc1nnnn1Cc1ccco1	.	0.3	70	.	1	-0.5	4	9	-14
COCCCn1cnc2c(c1=O)c1nc3ccccc3nc1n2-c1ccc(C)cc1	0.36	0.3	95	0.88	7	1.8	2	9	3
CCC(Sc1nc(C)cc(=O)[nH]1)C(=O)Nc1nc2c(s1)CCCC2 (centres undefined)	-0.17	1.0	83	0.059	4	-1.8	-2	-2	13
O=C1Nc2ccc(S(=O)(=O)N3CCCC3)c3ccc(S(=O)(=O)N4CCCC4)c1c23	-0.36	-0.2	246	-0.38	18	-0.1	-5	12	-2
COc1ccc(N2CC(O)=C(c3nc(C)cs3)C2=N)cc1	0.46	-1.1	50	0.38	11	.	.	13	.
CC1(C)CC(=O)C2=C(C1)OC(=O)C2(NC(=O)c1cccs1)C(F)(F)F (centres undefined)	0.0068	-0.6	-12*	0.12	4	-0.1	-8	8	1
[N-]=[N+]=CC(=O)c1ccnc(C(=O)C=[N+]=[N-])c1	-0.38	-0.4	135	1.6*	1	-3.4	.	.	6
COc1ccccc1CCNC(=O)c1cnn2c(C(F)F)cc(C)nc12	2.5*	-0.1	112	-0.53	14	-0.6	-2	20	-5
OC(Cn1ccnc1)c1ccc(Cl)cc1Cl (centres undefined)	-0.051	-1.0	123	-0.61	0	.	.	5	.
O=C1CC(N2CCN(c3cccc(C(F)(F)F)c3)CC2)C(=O)N1c1ccc(F)cc1 (centres undefined)	1.3	0.4	100	0.77	-5	-0.5	-8	16	-24
CCOC(=O)c1c(C)n(C(=O)c2ccco2)c(=O)n1C(=O)c1ccco1	-0.077	0.2	102	0.74	-4	-0.2	-5	15	10
CCn1c(/C(C#N)=C(\O)CCc2ccccc2)nc2ccccc21	1.1	-0.7	106	0.076	0	-0.6	6	15	-17
COc1ccc(Cc2nnc(SCC(=O)NCC3CCCO3)o2)cc1 (centres undefined)	-0.12	-0.3	39	-0.33	-2	.	.	4	.
O=C1Nc2cc(C(=O)N3CCOCC3)ccc2SC1N1CCOCC1 (centres undefined)	-1.3	0.2	101	0.12	-10	1.8	-5	11	1
Cc1ccc(C)c(N2CCN(C(=O)CCCOc3cc(=O)n(C)c4ccccc34)CC2)c1	5.9*	0.9	72	-0.93	0	-0.9	1	2	-46
CNc1oc(-c2ccc(OCc3ccccc3)cc2)nc1C#N	-0.069	-0.3	102	0.2	-2	0.4	-4	15	73*
O=C1CCC(=O)N1c1nc2n(n1)C(c1ccccc1)C=C(c1ccc(Br)cc1)N2 (centres undefined)	26*	-0.2	116	-0.64	-10	-1.6	.	.	-6
CC(=O)c1ccc(N2CCN(C(=O)C3(S(=O)(=O)c4ccc(Cl)cc4)CC3)CC2)cc1	-1.3	-0.9	86	0.026	-6	-0.4	6	7	3
O=C(c1cc2ccccc2oc1=O)N1CCN(c2ccccn2)CC1	-0.16	-0.8	122	0.12	5	-0.8	-2	8	-19
CCOc1ccccc1-n1c(SCC(=O)NCc2ccco2)nnc1-c1ccncc1	0.19	0.0	81	0.09	-2	0.4	1	-10	-7
O=C(c1ccc(F)cc1)N1CCCCC(Sc2nnc3ccccn23)C1=O (centres undefined)	0.69	-0.3	107	0.25	13	-0.5	-4	18	-34
O=C(Nc1ccc2c(c1)OCCO2)C1CCN(C(=O)c2ccc(F)cc2)CC1	-0.32	-0.5	83	0.22	-2	-0.3	-5	-1	.
O=C(NCc1cccs1)c1nc2c(nnn2Cc2ccccc2Cl)c(=O)[nH]1	.	0.0	0.0*	.	-3	0.8	40*	53*	-13
O=C(CCC(=O)N1CCCC1)Nc1nnc(C(F)(F)F)s1	0.07	0.1	97	-0.27	-6	-1.3	-1	0	-11

Rewritten with values under each structure: part of the list above
The line under a structure holds: M1 agonist	HTR1E agonist	Her2 expr inh	M1 antagonist	5HT1E antag	S1P3 agonist	Jurkat viability	HEK293 NFkB inh	S1P1 ag-PAM
- O=C(c1cc2ccccc2oc1=O)N1CCN(c2ccccn2)CC1
→ -0.16	-0.8	122	0.12	5	-0.8	-2	8	-19
- O=C(c1ccc(F)cc1)N1CCCCC(Sc2nnc3ccccn23)C1=O (centres undefined)
→ 0.69	-0.3	107	0.25	13	-0.5	-4	18	-34

(cont.)
SMILES	M1 agonist	HTR1E agonist	Her2 expr inh	M1 antagonist	5HT1E antag	S1P3 agonist	Jurkat viability	HEK293 NFkB inh	S1P1 ag-PAM
Cc1cccc(Nc2nnc(SCc3cn4ccsc4n3)s2)c1	1.7	0.4	59	0.091	10	1.1	4	11	18
CCCCC(=O)Nc1ccc2c(c1)nc1n2CCSC1	0.22	-0.9	113	1.3	-6	-0.3	3	-8	9
COc1ccccc1N1CCN(C(=O)Cn2nnc(-c3ccncc3)n2)CC1	0.096	0.4	91	0.22	-2	-0.5	6	18	8
CCOC(=O)c1ccc2[nH]c3c(c2c1)CCCCC3=O	-0.29	0.2	69	0.022	8	-1.0	-3	-9	-8
CCOc1ccccc1N1CCN(S(=O)(=O)c2cccs2)CC1	-1.4	-0.3	95	-0.34	15	-1.5	6	-8	.
CCOC(=O)C(CC)n1cnc2c(nnn2-c2ccc(OC)cc2)c1=O (centres undefined)	-2.2	-1.2	76	0.019	-2	0.1	-12	9	-3
CSc1ccc(C2C3(C#N)C(N)=NC4(OCCO4)C23C#N)cc1 (centres undefined)	-0.98	-0.5	89	1.3	-11	0.6	-2	10	-5
COC(=O)C1CCN(S(C)(=O)=O)CC1	-1.3	-0.1	127	0.58	-3	-1.8	0	12	18
COc1cccc(-c2nnc(SCc3cccnc3)o2)c1	-0.021	-0.1	72	-0.62	5	-0.9	-6	-6	-4
O=c1ccc2cc(S(=O)(=O)N3CCN(c4ccccc4)CC3)ccc2o1	0.064	-0.8	87	3.2*	4	0.0	2	11	-3
CCCOc1ccc(C2C(C(=O)c3ccco3)=C(O)C(=O)N2CCN2CCOCC2)cc1OC (centres undefined)	-0.78	0.4	112	0.49	-11	0.5	-6	0	-8
O=C(CN1CCN(S(=O)(=O)c2ccc(F)cc2)CC1)Nc1ccc2c(c1)OCCO2	0.29	-0.4	101	-0.15	4	-0.3	4	2	-15
COc1ccc(N2CCN(c3nc(=S)n(-c4ccccc4)c(C)c3C(C)=O)CC2)cc1	0.16	0.2	110	0.0036	-1	-1.3	3	7	14
CSCCC(/C(O)=C(\C#N)c1nc2ccccc2[nH]1)N1C(=O)c2ccccc2C1=O (centres undefined)	0.59	-0.9	56	0.44	4	-0.7	-6	-2	-6
OCCOc1ccc(C2=NCCO2)cc1	0.75	-0.8	127	-0.064	-9	0.2	-4	7	-2
Cc1ccc(C(C)C)c(OCC(=O)Nc2ccc(Cl)cn2)c1	0.66	0.0	103	-0.25	-2	-0.3	-11	22	-4
CC(C)(C)Sc1nc(O)cc(=O)[nH]1	-0.47	0.5	85	-0.23	-2	0.0	-2	25	-15

Source: PubChem (several laboratories)
